# High-throughput results from PubChem BioAssay.
# S3 lipid droplet: qHTS Assay for Lipid Storage Modulators in Drosophila S3 Cells; Drosophila S3 cells, BODIPY lipid droplet fluorescence, 18-24 h; cells fed with added oleic acid; Potency in µM for hits, for the others lipid storage change, negative = inhibition, % at the top dose, mostly 46.1 µM; 320,000 tested, 0.64% active; AID 2685; active = well fitted inhibition curve with a large enough effect in the signal ratio, with a control signal flat, not every such curve was filed as active; inconclusive = small, poorly fitted or top-dose-only effect, or effect the other way, or a change in a side signal; the % refers to the signal ratio
#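 Laser-scanning cytometry quantifies lipid droplet accumulation (500–530 nm total intensity; droplet/cell object ratio) in oleic acid-fed (400 uM added) Drosophila S3 cells treated with a concentration series. 20 uM Triacsin C defined 100% inhibition.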
# S3 lipid droplet cell count max: second read-out of S3 lipid droplet, no call of its own (marks repeat the call); cell number change, %; measured here: cell count max response;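 cells counted by Cell Tracker Red CMTPX staining in the red channel; peak over a dose series mostly up to 46.1 µM; percent activity relative to internal control wells on each plate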
# * marks the source's active call; other numbers are inactive results; i = inactive; ? = inconclusive; nt = not tested or not shown. % is set by controls: 0 for no effect and ±100 for the full control effect; potency is the fitted concentration of half-maximal effect. Some of the compounds tested; rates above refer to the full screens.
# Below each SMILES: S3 lipid droplet | S3 lipid droplet cell count max
> CC(C)c1ccc(NC(=O)CCNS(=O)(=O)c2cc(Br)cnc2N)cc1
 : i | nt
> CCOC(=O)c1cc(-c2ccccc2C)n(Cc2cc(C)no2)n1
 : ? | nt
> CCS(=O)(=O)N1CCC(C(=O)N2CCc3ccccc3C2)CC1
 : ? | nt
> Cc1nnc(-c2cnn(C)c2N)n1CCCN1CCOCC1
 : ? | nt
> CC(NC(=O)c1ccccc1)c1ccc(F)cc1 (centres undefined)
 : ? | nt
> NC(=O)c1ncc(C(F)(F)F)cc1Oc1ccc(F)cc1
 : -4.9% | -10.7
> CCn1c(=O)c2ccccc2n(CC(=O)N2CCCc3ccccc32)c1=O
 : i | 12.5
> COCCNC(=O)CSc1nc2ccccc2c(=O)n1-c1cccc(OC)c1
 : i | nt
> COc1ccc(Cl)cc1NC(=O)COc1cccc(-n2cnnn2)c1
 : ? | nt
> CCCCCOC(=O)Cc1c(O)c2ccccc2n(C)c1=O
 : 6.7% | 1.3
> CCCCc1ccc(-c2nc(NC(=O)C3C4CCC(O4)C3C(=O)O)sc2C)cc1 (centres undefined)
 : ? | nt
> CCOc1ccc(-n2ccn(CC(=O)NCCc3ccccc3)c(=O)c2=O)cc1
 : -7.4% | -2.7
> O=C(COc1cccc2cccnc12)Nc1ccccc1
 : -3.5% | -12.8
> CCOc1ccc(/C=C/C(=O)c2ccccc2)cc1
 : ? | nt
> Cc1ccc(Sc2ncccc2C(=O)N(C)Cc2cccs2)c(C)c1
 : ? | nt
> COc1cc(Cl)c(C)cc1NC(=O)CSc1nnc(-c2ccco2)n1CC(C)C
 : ? | nt
> Nc1c(S(=O)(=O)c2ccccc2)c2nc3ccccc3nc2n1C1CC1
 : ? | nt
> Cc1ccccc1Nc1nc(N)nc(CN2CCN(Cc3ccc4c(c3)OCO4)CC2)n1
 : -8.1% | 8.6
> O=C(COC(=O)c1ccc2c(c1)S(=O)(=O)N=C1CCCCCN12)NCc1cccs1
 : -6.5% | 2.6
> O=c1nc(Nc2ccccc2)sc2ccc([N+](=O)[O-])cc12
 : 1.0% | -7.1
> CN(C1=C(NC(=O)c2ccc(Cl)cc2)C(=O)c2ccccc2C1=O)c1ccccc1
 : ? | nt
> CCN(c1cccc(C)c1)S(=O)(=O)c1cccc2nsnc12
 : -8.5% | 2.8
> CCCC1CCC(c2nc(-c3cccnc3)no2)CC1 (centres undefined)
 : 15.0% | -15.0
> CCc1cc2c(=O)[nH]c(Cc3ccc(Cl)cc3)nc2s1
 : ? | nt
> CSc1ccc(C(=O)NC2CCSc3ccccc32)cc1 (centres undefined)
 : ? | nt
> Cc1ccc(-n2ncc3c(=O)n(CC(=O)N(C(C)C)C(C)C)cnc32)cc1
 : i | nt
> CN1CCc2c(OCC(=O)N3N=C(c4cccs4)CC3c3ccc(F)cc3)cccc2C1=O (centres undefined)
 : -6.4% | -13.0
> CC1Cc2ccccc2N1C(=O)COC(=O)C1(c2ccccc2F)CCCC1 (centres undefined)
 : -14.5% | -11.6
> COc1ccc(/C=N/NC(=O)c2ccc(O)cc2O)cc1CSc1ccccn1
 : ? | nt
> CC(C)CN(C(=O)COC(=O)c1cccc2ccccc12)c1c(N)n(Cc2ccccc2)c(=O)[nH]c1=O
 : ? | nt

# Fetched one by one from above (4):
# Below each SMILES: S3 lipid droplet | S3 lipid droplet cell count max
> Cc1ccc(-n2ncc3c(=O)n(CC(=O)N(C(C)C)C(C)C)cnc32)cc1
 : i | nt
> CC(C)CN(C(=O)COC(=O)c1cccc2ccccc12)c1c(N)n(Cc2ccccc2)c(=O)[nH]c1=O
 : ? | nt
> CCN(c1cccc(C)c1)S(=O)(=O)c1cccc2nsnc12
 : -8.5% | 2.8
> CN1CCc2c(OCC(=O)N3N=C(c4cccs4)CC3c3ccc(F)cc3)cccc2C1=O (centres undefined)
 : -6.4% | -13.0

# (continued)
# Below each SMILES: S3 lipid droplet | S3 lipid droplet cell count max
> CC(=O)c1ccc(S(=O)(=O)Nc2cccc(S(=O)(=O)NC3=NCCC3)c2)cc1
 : 15.7% | -1.5
> Cc1ccc(NC(=O)CSc2nncs2)cc1Cl
 : ? | nt
> O=C(COc1ccc2ccc(=O)oc2c1)N1CCc2ccccc21
 : ? | nt
> COc1ccc(NC2=NCC(=O)N2c2ccccc2)c(OC)c1
 : ? | nt
> O=C(Cn1c2[n+](c3ccc(C(F)(F)F)cc31)CCCCC2)Nc1ccccc1
 : -12.1% | nt
> CCCCOP(=O)(c1ccc(N(C)C)cc1)C(O)c1c(Cl)cccc1Cl (centres undefined)
 : 17.7% | -16.9
> CC(=O)O[C@]1(C(C)=O)CC[C@H]2[C@@H]3C=C(C)C4=CC(=O)CC[C@@H]4[C@H]3CC[C@@]21C
 : ? | nt
> O=C(O)/C=C/C(=O)N1CCN(c2ccccc2F)CC1
 : ? | nt
> COC1=CCC2([N+](=O)[O-])CN(CCO)CC1([N+](=O)[O-])C2 (centres undefined)
 : -13.7% | -6.0
> Cc1cc(NC(=O)c2cc(C3CC3)on2)no1
 : 0.3% | 1.5
> O=C(Nc1ccccc1)OCCN1CCN(Cc2ccccc2)CCC1=O
 : ? | nt
> CCC1(c2ccc(F)cc2)NC(=O)N(CC(=O)N2CCN(S(=O)(=O)c3ccc(C)cc3)CC2)C1=O (centres undefined)
 : i | 14.9
> O=C(CN1CCN(S(=O)(=O)c2ccccc2)CC1)N1CCc2ccccc21
 : ? | nt
> O=C(Nc1cccc(N=Cc2cc(Br)cc(Br)c2O)c1)c1ccco1
 : 11.2% | -29.7
> O=C(COc1ccc(Cl)cc1)N1CCCCCCC1
 : ? | nt

# Whole records, quoted from the list. Values in the order: S3 lipid droplet, S3 lipid droplet cell count max
# `Nc1c(S(=O)(=O)c2ccccc2)c2nc3ccccc3nc2n1C1CC1` is entered as ?, nt
# `CCC1(c2ccc(F)cc2)NC(=O)N(CC(=O)N2CCN(S(=O)(=O)c3ccc(C)cc3)CC2)C1=O` (centres undefined) is entered as i, 14.9

# (further entries)
# Below each SMILES: S3 lipid droplet | S3 lipid droplet cell count max
> COc1ccc(N2CCOCC2)c(NC(=O)c2ccc3c(c2)OCO3)c1
 : ? | nt
> O=C(O)c1ccc(-c2nc(-c3ccccc3Cl)cs2)cc1
 : ? | nt
> O=C1C(Cl)=C(Nc2cccc(O)c2)C(=O)N1Cc1ccccc1
 : ? | nt
> CCOC(=O)c1nnn(CC(=O)N2N=C(c3ccc(Cl)cc3)CC2c2ccc(OC)cc2)c1C(=O)OCC (centres undefined)
 : 5.1% | 1.1
> COc1cc(CNc2ccc3c(c2)CCC3)cc(OC)c1O
 : -9.5% | nt
> C=C[C@@H]1c2ccccc2N(S(=O)(=O)c2ccc(C)cc2)[C@H](c2ccc(OC(C)=O)cc2)C1(C#N)C#N
 : ? | nt
> CC(=O)CSc1nc2ccc(Nc3nc(N4CCOCC4)nc(N4CCOCC4)n3)cc2s1
 : ? | nt
> CCCc1cc(=O)oc2c(C)c(OCC(=O)N3CCC(C(N)=O)CC3)ccc12
 : -15.8% | 7.1
> O=C(Cn1c(NCCO)nc2ccccc21)NCCc1ccccc1
 : i | 19.2
> Nc1ccccc1C(O)(Cc1ccccc1)c1ccccc1 (centres undefined)
 : ? | nt
> CC1(C(=O)N2CCC(CC3CC(c4cccc(Br)c4)=NO3)(C(=O)NCC3CCCCC3)CC2)CC1 (centres undefined)
 : ? | nt
> O=c1oc2cc(OCc3ccc(F)cc3F)ccc2cc1-c1ccc2ccccc2n1
 : ? | nt
> CC(=O)N1N=C(c2cccc(NS(=O)(=O)c3ccc(C)cc3)c2)CC1c1ccco1 (centres undefined)
 : i | -6.1
> CCN(c1ccccc1)S(=O)(=O)c1cccc(C(=O)N2CCN(S(=O)(=O)c3ccccc3)CC2)c1
 : ? | nt
> C=CCOc1ccc2ccccc2c1CNCCCN1CCOCC1
 : -5.7% | 14.5

# Later entries
Molecule	S3 lipid droplet	S3 lipid droplet cell count max
CCNC(=O)NC(=O)c1csc([N+](=O)[O-])c1	-2.8%	4.8
COc1ccc(CCN2CCCC(CN(C)C(=O)c3ccoc3C)C2)cc1 (centres undefined)	?	nt
COc1cccc(-c2nnn(CC(=O)N(CC(C)C)C3CCS(=O)(=O)C3)n2)c1 (centres undefined)	i	nt
Cn1cccc1C(=O)C(=O)Nc1cc(Cl)cc(Cl)c1	16.8%	-16.5
COc1cccc(CN2CC(C(=O)NCc3ccc(C)o3)CCC2=O)c1 (centres undefined)	?	nt
CC(=O)c1cccc(NC(=O)c2cccc(NC(=O)c3ccco3)c2)c1	?	nt
CCN(C(=O)COC(=O)c1cc2c(s1)CCCCC2)C1CCS(=O)(=O)C1 (centres undefined)	i	-20.7
O=C(NCCc1ccncc1)Nc1ccc(Cl)cc1	?	nt
COCc1cc(C)nc(N2CCNCC2)c1C#N	?	nt
COc1ccc(CCN2CC(C(=O)N(C)CCn3nc(C)cc3C)CCC2=O)cc1 (centres undefined)	?	nt
Cc1onc(-c2c(F)cccc2Cl)c1C(=O)NCc1ccc(F)cc1	-3.9%	4.2
CCOc1ccc(NC(=O)Cn2nnc(-c3ccccc3NC(=O)c3cccs3)n2)cc1	-0.8%	25.7
CCOc1ccccc1Oc1cn[nH]c1-c1ccc(OCC(=O)NN)cc1O	?	nt
COC(=O)N/N=C/c1ccc([N+](=O)[O-])s1	?	nt
CC(=O)Nc1ccc(NC(=O)C(C)Oc2ccccc2F)cc1 (centres undefined)	1.4%	3.9
O/N=C/C1=C(Cl)c2ccccc2CC1	?	nt
COc1cccc(CNC(=O)C2CCCN(S(=O)(=O)c3cccc4nonc34)C2)c1 (centres undefined)	?	nt
CC(=O)Nc1nc(S(=O)(=O)c2ccc(C)cc2)c(Cl)s1	?	nt
O=C(O)c1ccc2c(c1)NC(=O)C(N1CCCC1)S2 (centres undefined)	4.6%	-4.6
COCCNS(=O)(=O)c1ccc(C)c(C)c1C	-14.9%	-1.6
Cc1cc(C)c(NC(=O)CSc2nc3ccc(NC(=O)CSc4nnnn4-c4ccccc4)cc3s2)c(C)c1	14.7%	-0.8
COc1ccc(-c2sc(NC(C)=O)nc2-c2ccccc2)cc1	?	nt
CCOC(=O)c1[nH]c(C)c(C(=O)N2CCN(c3ccccc3OC)CC2)c1C	-0.9%	5.8
CCCc1cc(=O)oc2cc(C)cc(OCC(=O)NCc3ccccn3)c12	11.6µM*	6.9*
Cc1ccc(NS(=O)(=O)c2ccc(C(=O)NCc3cccnc3)cc2)cc1	?	nt
COc1cccc(NC(=O)Nc2cc(C(=O)NCC3CCCO3)ccc2N2CC3CC(C2)c2cccc(=O)n2C3)c1 (centres undefined)	i	9.9
CCOc1ccc(NC(=O)NCCN2CCN(c3ccccc3F)CC2)cc1	?	nt
O=c1c2ccccc2nc(SCc2cccc(F)c2)n1C1CCCC1	-18.4%	-9.5
C=CCc1cccc(CNc2ccc(Br)cc2)c1O	?	nt
CS(=O)(=O)NCCSCc1ccco1	?	nt
COc1cccc(N2CCN(Cc3nc4scc(-c5ccccc5)c4c(=O)[nH]3)CC2)c1	22.2%	-10.5
Cc1ccc(NC(=O)CSc2nnc(-c3cccs3)o2)cc1S(=O)(=O)N1CCCCC1	i	15.9
O=C(COc1ccccc1Cl)NCc1ccncc1	?	nt
Cc1c(Cl)cccc1NC(=O)CSc1sc2c(O)cc(=O)[nH]c2c1C#N	?	nt
C#CC[N+]1(CC#Cc2ccccc2)CCCC1	5.5%	-10.7
Cc1nc2ccccc2c2nc(N)nn12	-4.7%	-17.6
Cc1ccc(CCC(=O)Nc2ncc(Cc3cccc(Cl)c3Cl)s2)o1	12.4%	17.6
CCNc1nc(NCC)nc(OCCOC(=O)COc2ccc(Cl)cc2Cl)n1	-1.3%	11.5
Cc1cccc(NS(=O)(=O)c2cccc(C(=O)N3CCC3)c2)c1	?	nt
CCOc1ccc2[nH]c(=O)c(CN(CCc3ccccc3)C(=O)c3cnccn3)cc2c1	19.0%	-6.0
CC(C)(C)OC(=O)N1CCN(CCNC(=O)c2ccccc2)CC1	?	nt
CCCn1c(Cc2ccccc2)nnc1SC(C)C(=O)NC1CC1 (centres undefined)	?	nt
Clc1ccc(C(Cn2ccnc2)OCc2c(Cl)cccc2Cl)c(Cl)c1 (centres undefined)	?	nt
COC(=O)C1=C(C)N(CC2CCCO2)C(=O)/C1=C\c1ccc(O)cc1 (centres undefined)	i	nt
O=C(Nc1ccc(C(=O)O)cc1)/C(=C\c1ccco1)NC(=O)c1ccc(Br)o1	?	nt
Cn1c(NC(=O)c2ccc(Br)o2)cc(=O)n(C)c1=O	i	-24.3
COc1ccc(/C=N/NC(=O)c2cc[n+]([O-])cc2)cc1O	?	nt
COC(=O)c1sc(NC(=O)c2cc(C)on2)nc1C	i	1.0
COc1ccc(CCNC(=O)COc2nsnc2N2CCOCC2)cc1OC	-1.0%	0.8
CCOc1cc(N2CCOCC2)c(OCC)cc1NC(=O)C1CCCC1	?	nt
CCOc1cc(C)c(C(C)C)cc1S(=O)(=O)n1cnc(C)c1	i	nt
CCCNS(=O)(=O)c1ccc(CCC(=O)Nc2cc(Cl)ccc2Oc2ccccc2)cc1	?	nt
CC(C)Cc1nc2ccc(N)cc2[nH]1	-8.9%	9.6
CC(NC(=O)c1cc(S(=O)(=O)N(C)C)ccc1N1CCCC1)C1CC2CCC1C2 (centres undefined)	?	nt
CC(C)(C)c1ccc(/C=C2\CCn3c2nc2cc(C(=O)O)ccc2c3=O)cc1	1.7%	-0.2
CCc1ccc(Nc2n[n+](-c3ccccc3)c(-c3ccc(SC)cc3)s2)cc1	-12.8%	-3.0
COc1ccc(OC)c(N)c1	?	nt
COc1ccccc1N1CCN(S(=O)(=O)CCNC(=O)CCCc2ccccc2)CC1	15.5%	nt
CN(C)C(=O)C12CCC(C)(c3nc4ccccc4nc31)C2(C)C (centres undefined)	?	nt
CC(=O)Nc1ccc(C(=O)OCc2ccc(F)cc2)cc1	?	nt
